Screens (PubChem BioAssay)
ASAP1 GAP inh = inhibitors of human ASAP1 ArfGAP activity, primary screen, biochemical, fluorescence polarization; inhibition, % at 16.5 µM; ASAP1-stimulated ARF1 GTP hydrolysis, GDP FP detection; 360,000 tested, 0.19% active; Arf-GAP with SH3 domain, ANK repeat and PH domain-containing protein 1 (Homo sapiens), …; in the data active = inhibition above about 25%;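 note: 0% = vehicle with enzyme and substrate and 100% = no enzyme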
NR1D1 modulator = modulators of Rev-erb alpha DNA binding, primary screen, biochemical, FITC-DNA, fluorescence polarization, uHTS; activity, % at 10 µM; AID 1259318, 2017; Rev-erbα–FITC-DNA binding, 90 min; 370,000 tested, 0.79% active; Nuclear receptor subfamily 1 group D member 1 (Homo sapiens), P20393;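 active = activity above about 14%, limit read from the data; passing the limit was not always enough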;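 note: 0% = DMSO wells with 35 nM protein and 100% = DMSO wells with 750 nM protein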
Tn6 DDE FP = inhibitors of Tn6 peptide binding to fibrin DD(E), primary screen, biochemical, fluorescence polarization, human fibrin, Tn6 probe | AID 720509, 2013 | Fibrin DD(E) TRITC-Tn6 fluorescence polarization displacement | 370,000 tested, 0.21% active | inhibition, % at 8.3 µM;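 active = inhibition above a per-campaign cutoff: mean of compounds within control limits plus 3 SD, cut at about 15% in these data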;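 note: 0% = median of all compound wells on the plate and 100% = blocking peptide control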
ARFGAP1 inh = inhibitors of rat ARFGAP1 GAP activity, primary screen, biochemical, fluorescence polarization, GDP tracer | ADP-ribosylation factor GTPase-activating protein 1 (Rattus norvegicus), Q62848 | Arfgap1-stimulated ARF1 GTP hydrolysis, GDP FP detection | inhibition, % at 16.5 µM | 360,000 tested, 0.26% active | AID 651572, 2012;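 active = inhibition above a per-plate limit, mean inhibition of low control wells plus 3 SD, cut at about 25% in these data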;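 note: 0% = DMSO wells with enzyme and 100% = wells lacking Arfgap1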
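Material: rat Arfgap1 catalytic domain, aa 1-136; also added: human ARF1(Δ1-17)-GTP substrate; compound dosing: one concentration, 16.5 µM, DMSO 1.26%; incubation: GTP hydrolysis reaction 2 h at 25 °C; measured by: Tracer-displacement fluorescence polarization with EDTA stop, 620/688 nm; evaluation: % inhibition from polarization; repeats: one replicate per compound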
HGIII-sPLA2 inh = human group III sPLA2 inhibitors, primary screen, biochemical, QFRET, BODIPY PC-A2 liposome substrate; Group 3 secretory phospholipase A2 (Homo sapiens), Q9NZ20; QFRET BODIPY PC-A2 liposome hydrolysis, fluorescence; inhibition, % at 12.2 µM; 370,000 tested, 0.56% active; AID 743126, 2013;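 active = inhibition above mean plus 3 SD of compounds lying within the high and low control bounds, cut at about 19% in these data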;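 note: 0% = median of test compound wells and 100% = no enzyme DMSO wells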
PLC-gamma1 inh = PLC-gamma1 enzyme inhibitors, primary screen, biochemical, fluorescence, purified enzyme; inhibition, % at 12.2 µM; 1-phosphatidylinositol 4,5-bisphosphate phosphodiesterase gamma-1 (Homo sapiens), P19174; 370,000 tested, 0.84% active; fluorogenic substrate; in the data active = inhibition above about 9.5%
Target sequence (P19174 whole entry, looked up): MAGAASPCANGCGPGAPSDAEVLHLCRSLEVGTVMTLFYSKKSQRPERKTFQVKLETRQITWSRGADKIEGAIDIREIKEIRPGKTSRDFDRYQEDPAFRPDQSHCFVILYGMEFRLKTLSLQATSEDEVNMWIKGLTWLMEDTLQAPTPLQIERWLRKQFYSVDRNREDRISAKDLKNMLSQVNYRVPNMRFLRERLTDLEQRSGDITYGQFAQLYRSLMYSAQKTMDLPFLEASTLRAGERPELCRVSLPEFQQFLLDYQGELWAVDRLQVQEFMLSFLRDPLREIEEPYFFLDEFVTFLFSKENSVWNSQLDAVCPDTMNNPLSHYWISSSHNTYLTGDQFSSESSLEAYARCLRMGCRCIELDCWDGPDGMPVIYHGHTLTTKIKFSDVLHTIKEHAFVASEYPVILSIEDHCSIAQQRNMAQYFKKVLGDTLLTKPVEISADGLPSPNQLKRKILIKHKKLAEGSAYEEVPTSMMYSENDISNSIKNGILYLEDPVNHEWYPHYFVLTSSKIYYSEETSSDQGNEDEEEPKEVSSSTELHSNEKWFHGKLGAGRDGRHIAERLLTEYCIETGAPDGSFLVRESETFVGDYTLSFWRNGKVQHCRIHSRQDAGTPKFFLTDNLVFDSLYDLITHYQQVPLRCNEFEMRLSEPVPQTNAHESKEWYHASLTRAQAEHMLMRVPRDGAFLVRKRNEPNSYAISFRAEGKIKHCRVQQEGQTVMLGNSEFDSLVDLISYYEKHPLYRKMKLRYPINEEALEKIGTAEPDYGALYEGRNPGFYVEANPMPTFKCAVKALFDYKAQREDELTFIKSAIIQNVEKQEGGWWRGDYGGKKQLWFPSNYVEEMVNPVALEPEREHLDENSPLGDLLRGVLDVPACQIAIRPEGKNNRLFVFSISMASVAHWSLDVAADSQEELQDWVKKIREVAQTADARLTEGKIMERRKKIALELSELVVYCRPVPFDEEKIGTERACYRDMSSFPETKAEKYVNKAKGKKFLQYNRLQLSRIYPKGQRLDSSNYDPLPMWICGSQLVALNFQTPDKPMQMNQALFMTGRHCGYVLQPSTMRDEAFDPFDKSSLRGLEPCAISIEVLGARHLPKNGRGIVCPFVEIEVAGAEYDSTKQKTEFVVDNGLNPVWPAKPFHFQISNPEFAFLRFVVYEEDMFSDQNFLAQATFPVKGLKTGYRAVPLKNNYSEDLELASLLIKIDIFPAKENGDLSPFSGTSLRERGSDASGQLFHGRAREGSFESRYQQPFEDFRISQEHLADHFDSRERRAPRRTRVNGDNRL
UHRF1 MBD2 ctr = UHRF1 methylated DNA binding inhibitors, primary screen, counter-screen for MBD2 inhibitor project, biochemical, TR-FRET, human UHRF1, single concentration. E3 ubiquitin-protein ligase UHRF1 (Homo sapiens), Q96T88. UHRF1 binding to methylated oligo. inhibition, % at 4.4 µM. 370,000 tested, 0.75% active; in the data active = inhibition above about 21%;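 note: UHRF1 SRA domain binding a hemimethylated CpG hairpin DNA probe; 0% = median of test compound wells and 100% = reference inhibitor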
PLC-beta3 inh = human PLC-beta3 inhibitors, primary screen, biochemical, fluorescence; Purified PLC-beta3, fluorogenic substrate; inhibition, % at 12.2 µM; 1-phosphatidylinositol 4,5-bisphosphate phosphodiesterase beta-3 (Homo sapiens), Q01970; 370,000 tested, 0.18% active; in the data active = inhibition above about 11%;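 note: 0% = median of compound wells on plate and 100% = full blocker control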
Tn7 DDE FP = inhibitors of Tn7 peptide binding to fibrin DD(E), primary screen, biochemical, fluorescence polarization, human fibrin, Tn7 probe. FP displacement of FITC-Tn7 peptide from fibrin DD(E); 0% = median of compound wells per plate. Fibrinogen beta chain (Homo sapiens), P02675. inhibition, % at 8.3 µM. 370,000 tested, 0.13% active;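 active = inhibition above the mean of compounds falling within the control limits plus 3 SD of them, cut at about 14% in these data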;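 note: 0% = plate median of compound wells and 100% = 10 µM Aha-Tn7 peptide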
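Assay system: Fibrin-DD(E) protein isolated from polymerized human fibrin clots; read-out basis: percent inhibition; medium: Tris/NaCl/CaCl2 buffer, pH 7.8; signal: FP measurement; incubation: 10 min plus 3 h, room temperature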
KLK7 zymogen act = proKLK7 zymogen activators, primary screen, biochemical, fluorescence intensity | Kallikrein-7 (Homo sapiens), P49862 | purified proKLK7, EDANS-DABCYL substrate fluorescence; 100% is mature enzyme control, 0% vehicle | activation, % at 7 µM | 370,000 tested, 0.9% active;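 active = activation above the mean of all tested compounds plus 3 SD, computed per campaign excluding outliers beyond control limits, cut at about 13% in these data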
The depositor's hits bear a star; i = inactive.

Results follow in this order: ASAP1 GAP inh | NR1D1 modulator | Tn6 DDE FP | ARFGAP1 inh | HGIII-sPLA2 inh | PLC-gamma1 inh | UHRF1 MBD2 ctr | PLC-beta3 inh | Tn7 DDE FP | KLK7 zymogen act
> Cc1cc(O)c(C(C)C)cc1N=Cc1ccc(N(C)C)cc1
 : -4 | 1 | 1 | -12 | 0 | -4 | -3 | -6 | 9 | 0.1
> O=C(Nc1ccc(F)c(Cl)c1)c1cccnc1
 : -8 | 4 | -6 | -7 | -2 | -2 | -2 | -3 | 0 | 0.9
> CCCCN1C(=O)CC(C(=O)OCC)=C1C
 : -8 | -3 | -5 | 0 | -17 | 0 | 5 | -4 | -3 | 0.5
> Cc1nc2ccc(NC(=O)c3cccs3)cc2s1
 : 6 | 0 | -3 | 4 | -4 | 5 | 2 | 3 | 0 | 0.5
> CCS(=O)(=O)N1CCCC(C(=O)NCCN2CCC(Cc3ccccc3)CC2)C1 (stereo not given)
 : 3 | 0 | -3 | 5 | 4 | 3 | 2 | 5 | 4 | -0.4
> Cc1noc(C)c1COc1cccc(C(=O)Nc2ccccc2N2CCOCC2)c1
 : 14 | -2 | 1 | 1 | -10 | -9 | -1 | 3 | -6 | 0.7
> O=C(NCCN1CCOCC1)c1cc(Sc2ccccc2Cl)nc2ccccc12
 : 8 | 3 | 0 | 6 | 19* | -13 | 4 | -14 | 5 | -0.4
> Cc1ccc(NC(=O)CN2C(=O)S/C(=C/c3ccc(-c4cc(C(=O)O)ccc4C)o3)C2=O)cc1C
 : 7 | -9 | 2 | -18 | -7 | -22 | 33* | -26 | 3 | 0.5
> COc1ccc(C(=O)NCC(=O)OCC(=O)c2c[nH]c3ccccc23)cc1
 : 10 | -2 | 0 | -1 | -8 | -3 | 2 | 1 | 0 | 0.0
> CCC(CC)C(=O)c1c[nH]c(C(=O)N2CCN(c3ccccc3)CC2)c1
 : 1 | 9 | 0 | 10 | -2 | 4 | 0 | 0 | 0 | 0.5
> C[C@H](CO)N1C[C@H](C)[C@@H](CN(C)C(=O)Nc2ccccc2)Oc2c(NC(=O)Cc3ccccc3)cccc2C1=O
 : 4 | -4 | 4 | 8 | -3 | 1 | 4 | 2 | -5 | 0.7
> CN(C)C(=O)CN1C(=O)c2cccc3cccc1c23
 : -1 | 0 | 4 | 3 | 2 | -309 | -4 | -349 | -2 | 4.5
> O=C(CSc1ccccn1)Nc1nonc1[N+](=O)[O-]
 : -4 | 3 | -17 | -1 | 5 | 6 | 6 | -6 | 3 | -1.1
> CC(C)(C)C(=O)Cn1c(=O)n(-c2ccc(F)cc2F)c(=O)c2sccc21
 : -3 | -2 | 3 | 4 | 0 | 2 | 1 | 0 | 4 | 0.0
> CC(C)(C)NC(=O)C(c1ccccc1)n1c(=O)c(-c2ccccc2)nc2ccccc21 (stereo not given)
 : -3 | -1 | -1 | 9 | 5 | -77 | 1 | -106 | -6 | 0.3

Additional results:
Results follow in this order: ASAP1 GAP inh | NR1D1 modulator | Tn6 DDE FP | ARFGAP1 inh | HGIII-sPLA2 inh | PLC-gamma1 inh | UHRF1 MBD2 ctr | PLC-beta3 inh | Tn7 DDE FP | KLK7 zymogen act
> CCc1cccc2c(C(=O)COC(=O)c3nn(C)c(=O)c4ccccc34)c[nH]c12
 : 17 | 6 | 1 | 12 | -5 | -2 | -1 | 1 | 1 | -0.2
> CCCCNC(=O)CC1S/C(=N/N=C/c2ccc(OC)cc2)NC1=O (stereo not given)
 : -4 | 3 | -1 | 3 | 5 | 0 | 1 | -2 | 0 | 1.1
> Cc1nnc(SCC(=O)NCc2ccccc2)[nH]c1=O
 : -8 | 1 | -5 | 0 | -2 | 1 | 0 | -1 | 10 | -0.1
> COc1cccc(N(CC(=O)O)S(=O)(=O)c2ccccc2)c1
 : -8 | 1 | -6 | -3 | 4 | 5 | 2 | 1 | -5 | 0.5
> O=C(CS(=O)CC(=O)N(CC(=O)NC1CCCC1)c1ccccc1F)Nc1ccc(F)cc1 (stereo not given)
 : -6 | -2 | 1 | -7 | -1 | 7 | 3 | -2 | -3 | 0.2
> CN(C)CCNc1ncnc2c1ncn2[C@H]1CN(Cc2ccccc2)C[C@@H](CO)O1
 : -9 | -8 | -4 | 4 | 9 | 2 | 4 | 0 | -8 | 1.0
> Cc1ccc(-c2cc(C(=O)N3CCCC3)c3ccccc3n2)s1
 : 0 | 4 | 0 | -13 | -7 | i | -2 | i | -2 | 2.2
> CC1CCCCN1S(=O)(=O)c1ccc(NC(=O)CSc2nnnn2C)cc1 (stereo not given)
 : 7 | 3 | 2 | 14 | -2 | 7 | 0 | 1 | -1 | 0.5
> Cc1onc(-c2ccccc2Cl)c1C(=O)NC1CCCCCC1
 : -10 | 3 | -7 | 10 | 0 | -2 | -3 | -6 | -3 | 0.4
> Cc1cc(=O)oc(C)c1C(=O)NCCN1CCOCC1
 : 2 | -1 | -14 | -1 | 7 | -8 | 1 | 0 | -5 | -1.2
> Cc1cc(C)c(C)c(S(=O)(=O)N[C@@H](C)C(=O)OCC(N)=O)c1C
 : 7 | -1 | 8 | -8 | -5 | -2 | -2 | -5 | 0 | -0.3
> O=C(CSc1nc(O)cc(=O)[nH]1)C1CC1
 : 4 | -3 | 0 | -8 | 9 | -2 | -2 | -3 | 4 | 0.1
> COc1ccccc1NC(=O)[C@H](COCc1ccccc1)NC(=O)OC(C)(C)C
 : -4 | 3 | 1 | 2 | -7 | -1 | -2 | 0 | 9 | 0.4
> Cc1cc(Br)ccc1OCC(=O)NNC(=O)C(=O)Nc1ccccc1
 : -10 | -4 | -4 | -10 | 0 | -4 | -1 | -3 | 0 | -0.2
> CCN(CC)S(=O)(=O)c1ccc(OC)c(NC(=O)Cn2cnc3c2c(=O)n(C)c(=O)n3C)c1
 : -3 | 0 | -6 | -7 | -5 | -1 | 1 | -4 | 1 | 0.1

Three entries already listed, sorted by the value under Tn6 DDE FP, rising.
SMILES	ASAP1 GAP inh	NR1D1 modulator	Tn6 DDE FP	ARFGAP1 inh	HGIII-sPLA2 inh	PLC-gamma1 inh	PLC-beta3 inh	Tn7 DDE FP	KLK7 zymogen act
Cc1cc(=O)oc(C)c1C(=O)NCCN1CCOCC1	2	-1	-14	-1	7	-8	0	-5	-1.2
Cc1cc(Br)ccc1OCC(=O)NNC(=O)C(=O)Nc1ccccc1	-10	-4	-4	-10	0	-4	-3	0	-0.2
Cc1cc(C)c(C)c(S(=O)(=O)N[C@@H](C)C(=O)OCC(N)=O)c1C	7	-1	8	-8	-5	-2	-5	0	-0.3

Other compounds
Results follow in this order: ASAP1 GAP inh | NR1D1 modulator | Tn6 DDE FP | ARFGAP1 inh | HGIII-sPLA2 inh | PLC-gamma1 inh | UHRF1 MBD2 ctr | PLC-beta3 inh | Tn7 DDE FP | KLK7 zymogen act
> CCOc1ccc(NC(=O)CN(C)C(=O)C2CC(=O)N(CCc3ccccc3)C2)cc1OCC (stereo not given)
 : 3 | -6 | -1 | 17 | 1 | 0 | 0 | -7 | 1 | 0.2
> CCNC(=S)NNC(=O)C1CCN(Cc2ccccc2)CC1
 : -3 | 4 | -3 | 7 | 10 | 2 | 1 | 2 | -8 | 0.7
> O=C(NCCN1CCOCC1)c1cccs1
 : 1 | -2 | 1 | -6 | -1 | -2 | 1 | 1 | 1 | -0.3
> COc1ccc(-c2nnn(Cc3nn[nH]n3)n2)cc1OC
 : -4 | -3 | -4 | 7 | 10 | -3 | 2 | 1 | -2 | 0.0
> C=CCN=C(NC#N)SC
 : -1 | -2 | 7 | 1 | 8 | 3 | 0 | -2 | 1 | -0.1
> C=CCN=C1NC(c2ccc(Cl)cc2)C(C(=O)OC)=C(C)N1C (stereo not given)
 : -11 | -6 | -2 | 11 | 2 | 3 | -1 | 2 | -1 | 0.2
> Cc1ccnc2nc(C(=O)Nc3nc4ccccc4s3)nn12
 : 3 | 0 | -3 | 8 | 0 | -7 | -1 | -15 | 4 | 0.8
> O=C1NN=C(CSc2n[nH]c(=S)s2)CS1
 : 2 | 6 | 8 | 0 | 1 | 2 | 0 | 1 | -5 | 0.6
> S=c1[nH]nc(C2CCCCC2)n1/N=C/C(Cl)=C\c1ccccc1
 : 1 | -2 | 3 | 6 | -3 | -1 | 1 | -2 | -5 | -0.7
> C/C(=C/Cc1c(O)cc2oc(C)cc(=O)c2c1O)COC1OC(CO)C(O)C(O)C1O (stereo not given)
 : -6 | -2 | 8 | -12 | 8 | -1 | -1 | 4 | 4 | -0.1
> Cc1nn(-c2ccc(N3CCCCC3)nn2)c(C)c1CCC(=O)Nc1ccccc1F
 : 11 | -4 | -2 | 11 | -1 | -5 | -2 | -13 | -9 | 0.1
> O=C(C[C@@H]1C[C@@H]2c3cc(NS(=O)(=O)c4ccc(F)cc4)ccc3O[C@@H]2[C@H](CO)O1)NCc1ccc(Oc2ccccc2)cc1
 : 7 | 3 | -7 | 18 | -28 | 9.6* | 23* | -3 | -2 | 0.7
> O=C(Nc1ccc2c(c1)CCCN2C(=O)c1cccs1)c1c(F)cccc1F
 : 8 | 0 | -2 | -1 | 1 | 0 | 1 | -2 | -4 | 1.0

Record cards, as listed above.
`Cc1ccnc2nc(C(=O)Nc3nc4ccccc4s3)nn12` in the list: ASAP1 GAP inh: 3; NR1D1 modulator: 0; Tn6 DDE FP: -3; ARFGAP1 inh: 8; HGIII-sPLA2 inh: 0; PLC-gamma1 inh: -7; UHRF1 MBD2 ctr: -1; PLC-beta3 inh: -15; Tn7 DDE FP: 4; KLK7 zymogen act: 0.8
`COc1ccc(-c2nnn(Cc3nn[nH]n3)n2)cc1OC` in the list: ASAP1 GAP inh: -4; NR1D1 modulator: -3; Tn6 DDE FP: -4; ARFGAP1 inh: 7; HGIII-sPLA2 inh: 10; PLC-gamma1 inh: -3; UHRF1 MBD2 ctr: 2; PLC-beta3 inh: 1; Tn7 DDE FP: -2; KLK7 zymogen act: 0.0
`O=C1NN=C(CSc2n[nH]c(=S)s2)CS1` in the list: ASAP1 GAP inh: 2; NR1D1 modulator: 6; Tn6 DDE FP: 8; ARFGAP1 inh: 0; HGIII-sPLA2 inh: 1; PLC-gamma1 inh: 2; UHRF1 MBD2 ctr: 0; PLC-beta3 inh: 1; Tn7 DDE FP: -5; KLK7 zymogen act: 0.6
